Rab2A wt mod – changes GTP binding to wildtype dog Rab2A, up or down; P61105; GST-Rab2 wt beads, Bodipy-GTP binding, flow cytometry; GTP binding activity, % at 10 µM; actives 0.19% (n = 190,000);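 active means GTP binding activity at least 20 points away from 100%, either lowered or raised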;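 further: 0% = beads with excess unlabeled GTP and 100% = no-compound control corrected for plate trend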
Bcl-XL Bim block – human Bim-Bcl-XL interaction inhibition. Q07817. Bim peptide-Bcl-XL binding, bead flow cytometry, fluorescence. inhibition, % at 10 µM. actives 0.04% (n = 190,000)
Target sequence (Q07817 whole entry, looked up): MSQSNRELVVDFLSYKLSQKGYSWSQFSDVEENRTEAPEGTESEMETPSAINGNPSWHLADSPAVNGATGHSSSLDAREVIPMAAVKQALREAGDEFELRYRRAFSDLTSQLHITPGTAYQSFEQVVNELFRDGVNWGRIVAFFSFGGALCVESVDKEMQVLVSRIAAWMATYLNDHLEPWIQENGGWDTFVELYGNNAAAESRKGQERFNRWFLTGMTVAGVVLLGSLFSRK
Rab7 wt GTP bind – alters GTP binding to wildtype dog Rab7. actives 0.055% (n = 190,000). GST-Rab7 beads, fluorescent GTP binding, flow cytometry; actives lie on both sides; untreated = 100%, excess cold GTP = 0%. GTP binding activity (percent of control), % at 10 µM. AID 758;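 active means fluorescent GTP binding to Rab7 beads changed by at least 20 points from the 100% baseline, either direction, mostly lower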;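 further: median green fluorescence of bound Bodipy-FL-GTP per Rab7 bead population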
Bcl-B Bim block – inhibitors of Bim-Bcl-B interaction, human | Q9HD36 | bead-based flow cytometry, Bim peptide-Bcl-B binding | inhibition, % at 10 µM | actives 0.073% (n = 190,000) | AID 951;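 further: 0% = tracer peptide without compound and 100% = reference inhibitor peptide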
Target sequence (Q9HD36 whole entry, looked up): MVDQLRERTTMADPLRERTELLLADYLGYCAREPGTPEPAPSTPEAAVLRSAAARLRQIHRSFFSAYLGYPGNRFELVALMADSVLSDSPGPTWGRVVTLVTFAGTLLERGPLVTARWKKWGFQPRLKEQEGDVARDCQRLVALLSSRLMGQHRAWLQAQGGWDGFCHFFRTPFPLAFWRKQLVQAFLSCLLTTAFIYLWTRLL
Bcl-2 Bim block – disrupts Bim peptide binding to human Bcl-2; Bead-based flow cytometry, Bim peptide-Bcl-2 binding; inhibition, % at 10 µM; actives 0.06% (n = 190,000); AID 950; P10415; in the data active means inhibition above about 40%;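 further: 0% = no compound wells with probe peptide and 100% = reference peptide inhibitor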
Bim-Bcl-W – human Bim-Bcl-W interaction inhibition. Q92843. bead-based flow cytometry, Bim peptide-Bcl-W binding. inhibition, % at 10 µM. actives 0.02% (n = 190,000);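 further: 0% = bound tracer without compound and 100% = peptide blocker; higher means less fluorescent Bim peptide bound to Bcl-W beads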
Target sequence (Q92843 whole entry, looked up): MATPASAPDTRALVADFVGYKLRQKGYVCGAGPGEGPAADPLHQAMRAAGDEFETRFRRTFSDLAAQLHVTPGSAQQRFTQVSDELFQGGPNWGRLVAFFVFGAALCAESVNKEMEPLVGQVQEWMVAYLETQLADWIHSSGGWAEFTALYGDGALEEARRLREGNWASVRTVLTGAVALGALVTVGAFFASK
Bfl-1 Bim block – disrupts Bim binding to human Bfl-1; inhibition, % at 10 µM; Bead-based flow cytometry, Bim-Bfl-1 binding inhibition; Q16548; actives 0.12% (n = 190,000);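 further: 0% = wells without compound plus tracer and 100% = blocker peptide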
Rac1 wt GTP bind – human Rac1 wildtype GTP binding, inhibitors and activators. P63000. GST-Rac1 beads, fluorescent GTP binding, flow cytometry; actives lie on both sides; 0 = cold GTP competed, 100 = untreated. GTP binding activity (% of control), % at 10 µM. actives 0.27% (n = 190,000);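 active means GTP binding activity at least 20 points away from the 100% control level, either lower or higher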
Rac1 mut GTP – human Rac1 activated mutant GTP binding change | P63000 | GST-Rac1 activated beads, fluorescent GTP binding, flow cytometry; actives lie on both sides; 100% means binding = to untreated wells | percent activity (GTP binding), % at 10 µM | actives 0.11% (n = 190,000);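 active means GTP binding at least 20 percentage points away from the 100% baseline, in either direction, so actives lie on both sides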
Cdc42 wt – changes GTP binding to wildtype human Cdc42. P60953. GST-Cdc42 beads, Bodipy-GTP binding, flow cytometry; actives lie on both sides. percent activity (GTP binding), % at 10 µM. actives 0.2% (n = 190,000). AID 761;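 active means percent activity GTP binding at least 20 points away from the 100% baseline, either down as inhibitor or up as activator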;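 further: median bead fluorescence of bound Bodipy-FL-GTP at 100 nM; 0% = excess unlabeled GTP control and 100% = no compound control; below 100% means less GTP binding so inhibitor and above means activator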
Target sequence (P60953 whole entry, looked up): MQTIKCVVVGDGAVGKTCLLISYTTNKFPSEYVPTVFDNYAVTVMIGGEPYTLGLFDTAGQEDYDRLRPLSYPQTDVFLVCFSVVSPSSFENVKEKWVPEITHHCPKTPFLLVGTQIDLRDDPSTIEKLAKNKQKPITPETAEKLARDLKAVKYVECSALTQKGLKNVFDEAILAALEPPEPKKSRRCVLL
HRas wt GTP bind – human HRas wildtype GTP binding, change in either direction; GTP binding activity, % at 10 µM; actives 0.14% (n = 190,000); P01112; GST-Ras wt beads, Bodipy-FL-GTP binding, flow cytometry; actives lie on both sides; AID 759;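 active means GTP binding activity at least 20% away from the 100% baseline, either lowered as inhibitor or raised as activator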;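 further: 0% = unlabeled GTP competition control and 100% = no-compound control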
Target sequence (P01112 whole entry, looked up): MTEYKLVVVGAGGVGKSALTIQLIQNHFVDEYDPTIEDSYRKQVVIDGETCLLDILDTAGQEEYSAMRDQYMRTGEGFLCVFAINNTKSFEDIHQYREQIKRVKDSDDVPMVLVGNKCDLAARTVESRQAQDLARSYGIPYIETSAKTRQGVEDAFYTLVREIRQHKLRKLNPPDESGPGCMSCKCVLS
* marks the source's active call; other numbers are inactive results. Unless noted, no stated cut-off is given here; in the data, active means inhibition above about 40%. Rows were taken by chance. About 0.62% of those tested had a hit in this group.

SMILES | Rab2A wt mod | Bcl-XL Bim block | Rab7 wt GTP bind | Bcl-B Bim block | Bcl-2 Bim block | Bim-Bcl-W | Bfl-1 Bim block | Rac1 wt GTP bind | Rac1 mut GTP | Cdc42 wt | HRas wt GTP bind
Cc1ccc(C(=O)Nc2ccccc2C(N)=O)o1 | 95 | -15 | 94 | -12 | -11 | -2 | -15 | 93 | 96 | 98 | 97
CCC(CC)NC(=O)Nc1ccc(F)cc1F | 98 | -3 | 94 | -1 | 1 | -2 | 0 | 100 | 95 | 97 | 97
CCCc1cc(=O)[nH]c(=S)[nH]1 | 103 | -3 | 97 | -7 | -1 | 0 | 0 | 104 | 101 | 106 | 101
COc1ccc(C)cc1NC(=O)CCC(=O)Nc1ccc2nc(N3CCN(C)CC3)cc(C)c2c1 | 95 | 0 | 94 | 0 | -2 | 0 | -5 | 94 | 95 | 96 | 96
Cc1cc(NC(=O)CCCn2nc([N+](=O)[O-])cc2C)no1 | 98 | -2 | 101 | -3 | -2 | -2 | -4 | 98 | 94 | 93 | 95
COc1cc2c(cc1OC)C(NC(=O)C(F)(F)F)CNC2=O (stereo not given) | 98 | -3 | 95 | -3 | 0 | -3 | -3 | 95 | 95 | 99 | 96
CCOC(=O)c1ccc(NC(=O)COc2ccc(CNC3CCCCC3)cc2OC)cc1 | 100 | -5 | 108 | -2 | 1 | 0 | -3 | 102 | 93 | 97 | 100
CCc1nnc(NC(=O)CSc2nnc(CCc3nc4ccccc4[nH]3)n2C)s1 | 103 | -12 | 104 | -34 | -9 | -11 | -14 | 106 | 104 | 103 | 103
CC(C)(C)OC(=O)NCCc1nnc(SCc2c(Cl)cccc2Cl)o1 | 98 | -2 | 99 | -8 | -3 | 0 | -11 | 99 | 97 | 100 | 100
CN(Cc1cc2ccccc2[nH]c1=O)S(=O)(=O)c1ccccc1 | 98 | -1 | 99 | -8 | -12 | 0 | -12 | 103 | 99 | 99 | 101
O=C(c1ccc(S(=O)(=O)NCC2CCCO2)cc1)N1CCN(c2ccccc2F)CC1 (stereo not given) | 96 | 1 | 97 | 0 | 2 | 1 | 0 | 105 | 97 | 103 | 102
O=C(CCN1CCN(CC(=O)Nc2ccccc2Cl)CC1)Nc1ccccc1F | 95 | 0 | 91 | -5 | -4 | -3 | -11 | 97 | 95 | 99 | 95
O=C(C1CCCCC1)N1CCN(c2ncccn2)CC1 | 98 | -4 | 97 | 0 | -3 | -1 | -3 | 98 | 98 | 98 | 97
O=C(CN1CCN(c2ccc(F)cc2)CC1)Nc1ccccc1[N+](=O)[O-] | 97 | -1 | 101 | 0 | -3 | -1 | -4 | 100 | 95 | 97 | 96
O=C(Nc1cccc(Cl)c1N1CCCC1)c1cccc(-c2cc3ccccc3oc2=O)c1 | 103 | -2 | 103 | -2 | -5 | 1 | -10 | 106 | 101 | 103 | 103
O=C(COc1ccc(Cl)cc1)NCc1nnc(SCC(=O)Nc2ccccc2)o1 | 100 | -2 | 102 | -4 | -2 | -2 | -3 | 101 | 99 | 103 | 102
O=C(O)c1cnn(-c2ccccc2)c1C(F)(F)F | 97 | -2 | 101 | -4 | -3 | 0 | -3 | 97 | 95 | 93 | 97
CCOC(=O)c1[nH]c(C)c(C(=O)Nc2ccc3c(c2)CCC3)c1C | 97 | 0 | 94 | 3 | -2 | -3 | 3 | 99 | 95 | 94 | 98
Cc1ccc(S(=O)(=O)N2CCN(CC(=O)NC(=O)NCc3ccccc3)CC2)cc1C | 101 | -1 | 99 | 0 | 0 | 0 | -1 | 106 | 100 | 102 | 101
CSCCNC(C)=O | 98 | 2 | 95 | 0 | 2 | -1 | 1 | 103 | 101 | 97 | 98
CCOc1ccccc1/C=C(/NC(=O)c1ccccc1)C(=O)NCC(=O)O | 98 | -12 | 96 | -1 | -12 | -3 | -6 | 100 | 101 | 98 | 98
CN=c1sc2ccccc2n1CC(O)COc1ccccc1 (stereo not given) | 99 | 0 | 97 | 0 | -2 | 0 | -1 | 98 | 97 | 100 | 99
CSCCC1NC(=O)NC1=O (stereo not given) | 108 | -6 | 103 | -7 | -10 | 3 | -11 | 113 | 103 | 107 | 106
CCc1ccc(-c2csc(NC(=O)C3CC(=O)N(c4ccc5c(c4)OCCO5)C3)n2)cc1 (stereo not given) | 100 | -5 | 98 | -2 | -1 | -3 | 0 | 101 | 98 | 96 | 99
Cc1oc(-c2ccccc2F)nc1CS(=O)(=O)CC(=O)N1CCN(c2ccccc2)CC1 | 99 | 0 | 102 | -5 | -7 | 0 | -6 | 101 | 97 | 99 | 100

More entries follow.
SMILES | Rab2A wt mod | Bcl-XL Bim block | Rab7 wt GTP bind | Bcl-B Bim block | Bcl-2 Bim block | Bim-Bcl-W | Bfl-1 Bim block | Rac1 wt GTP bind | Rac1 mut GTP | Cdc42 wt | HRas wt GTP bind
Cc1ccc(-c2noc(-c3ccccc3Br)n2)cc1 | 99 | 0 | 98 | 0 | -2 | 1 | 0 | 96 | 97 | 98 | 97
COc1ccc(Cl)cc1NC(=O)C(C)NC(c1ccccc1)c1ccccc1 (stereo not given) | 99 | -7 | 100 | -10 | -11 | -5 | -10 | 101 | 98 | 97 | 99
COC(=O)c1nc(NC(=O)C(C)(C)C)n[nH]1 | 100 | -4 | 102 | -5 | -7 | 0 | -9 | 100 | 97 | 99 | 100
Cc1c(C=O)c2ccccn2c1C(=O)c1cccc([N+](=O)[O-])c1 | 99 | -2 | 101 | -2 | 0 | -2 | -2 | 106 | 97 | 96 | 98
Cc1ccccc1OCC(=O)NC(Cc1c[nH]c2ccccc12)C(=O)O (stereo not given) | 92 | -2 | 98 | -4 | -3 | -3 | 3 | 89 | 87 | 89 | 93
Cc1cc(C)c(S(=O)(=O)n2c([N+](=O)[O-])cnc2C)c(C)c1 | 94 | -2 | 102 | -7 | -4 | -5 | -1 | 104 | 101 | 97 | 98
O=C(O)c1nc(-c2ccccc2)n(-c2cccc(C(F)(F)F)c2)n1 | 89 | 0 | 94 | -2 | -4 | 0 | -1 | 85 | 86 | 88 | 88
O=C(Nc1nnc(-c2ccc(F)cc2)s1)C1CCN(S(=O)(=O)c2ccc(Cl)cc2)CC1 | 101 | 0 | 99 | 0 | 0 | 2 | 6 | 103 | 102 | 104 | 99
C#CCOCCOCCOCCNc1nc(N2CCN(C(=O)[C@H](CCCCN)n3cc([C@@H](N)C(C)CC)nn3)CC2)nc(N2CCN(C(=O)[C@H](CCCCN)n3cc([C@@H](N)CO)nn3)CC2)n1 (stereo not given in full) | 95 | -2 | 95 | 0 | -3 | 0 | -1 | 96 | 96 | 98 | 96
CCCC(=O)Nc1nnc(CC(=O)OCC)s1 | 102 | -3 | 98 | -8 | -9 | 0 | -14 | 104 | 101 | 102 | 100
C#CCNC(=O)C1=C[C@H](c2coc3ccccc3c2=O)C[C@H](OCCCCO)O1 | 96 | 0 | 97 | -4 | -5 | 0 | -5 | 96 | 95 | 97 | 95
Cc1ccc(/C=C/C(=O)O)cc1S(=O)(=O)Nc1ccccc1C(=O)O | 95 | 9 | 97 | -3 | 2 | 4 | 0 | 96 | 95 | 101 | 98
N#Cc1nc(-c2ccc(OCc3ccc(Cl)cc3)cc2)oc1NCc1cccnc1 | 98 | 2 | 97 | -6 | -5 | 4 | -12 | 107 | 100 | 104 | 97
Cc1ccccc1Cn1cc(NC(=O)CSc2nc3c(c(C(F)(F)F)n2)CCc2ccccc2-3)cn1 | 94 | 0 | 99 | 0 | -1 | 1 | 0 | 98 | 93 | 93 | 96
Cc1cc(C)n(C(=O)COc2c(C)cccc2C)n1 | 96 | 7 | 94 | -1 | -4 | -1 | -1 | 95 | 94 | 93 | 95
CC(O)CNCCCOc1cccc(Oc2ccccc2)c1 (stereo not given) | 97 | -3 | 97 | -1 | 0 | 0 | -3 | 99 | 96 | 99 | 97
O=C(CNC(=O)c1ccccc1Br)N/N=C/c1ccc(O)cc1 | 94 | 0 | 103 | -1 | -1 | 0 | -3 | 96 | 92 | 92 | 94
C=CCn1c(COc2cccc(C)c2)nnc1SCn1nnc2ccccc2c1=O | 101 | 0 | 95 | -3 | -1 | 0 | 0 | 102 | 100 | 97 | 101
O=C(NCc1nc2ccccc2[nH]1)c1ccc(S(=O)(=O)N2CCOCC2)cc1 | 108 | 0 | 100 | 2 | -2 | -1 | -1 | 108 | 105 | 111 | 108
O=C(OCC(=O)N1CCN(C(=O)c2ccco2)CC1)c1ccccc1 | 96 | 0 | 104 | 0 | -2 | 1 | -6 | 99 | 94 | 99 | 99
Cc1ccc2cc(C#N)c(NCCNC(=S)NCCCN3CCOCC3)nc2c1 | 95 | 0 | 98 | -8 | -4 | -3 | -6 | 95 | 93 | 97 | 98
CC(C)c1nnc(SCC(=O)N2CCN(C(=O)c3ccco3)CC2)n1N | 96 | -3 | 96 | -5 | -6 | -1 | -8 | 101 | 95 | 95 | 96
Nc1c(-c2ccc(Cl)cc2)cnn1-c1cccc(C(F)(F)F)c1 | 100 | -1 | 95 | 0 | -3 | -1 | -2 | 99 | 98 | 104 | 102
O=C(O)c1ccc(CNc2ccccc2C(=O)O)cc1 | 101 | 3 | 103 | 2 | 0 | 2 | 2 | 102 | 97 | 103 | 101
CN(Cc1nc(-c2ccncc2)no1)S(=O)(=O)c1ccc(Cl)cc1 | 99 | -3 | 99 | -6 | -4 | 0 | -15 | 102 | 100 | 100 | 99

Shown in CSV form: entries from further up
Structure,Rab2A wt mod,Bcl-XL Bim block,Rab7 wt GTP bind,Bcl-B Bim block,Bcl-2 Bim block,Bim-Bcl-W,Bfl-1 Bim block,Rac1 wt GTP bind,Rac1 mut GTP,Cdc42 wt,HRas wt GTP bind
C#CCOCCOCCOCCNc1nc(N2CCN(C(=O)[C@H](CCCCN)n3cc([C@@H](N)C(C)CC)nn3)CC2)nc(N2CCN(C(=O)[C@H](CCCCN)n3cc([C@@H](N)CO)nn3)CC2)n1 (stereo not given in full),95,-2,95,0,-3,0,-1,96,96,98,96
CCCC(=O)Nc1nnc(CC(=O)OCC)s1,102,-3,98,-8,-9,0,-14,104,101,102,100
C#CCNC(=O)C1=C[C@H](c2coc3ccccc3c2=O)C[C@H](OCCCCO)O1,96,0,97,-4,-5,0,-5,96,95,97,95

The list goes on:
SMILES | Rab2A wt mod | Bcl-XL Bim block | Rab7 wt GTP bind | Bcl-B Bim block | Bcl-2 Bim block | Bim-Bcl-W | Bfl-1 Bim block | Rac1 wt GTP bind | Rac1 mut GTP | Cdc42 wt | HRas wt GTP bind
O=C(CCNc1cccc(Cl)c1)c1cccs1 | 101 | 0 | 97 | -6 | 0 | 0 | -3 | 102 | 98 | 102 | 102
CCCCCOC(=O)C1=C(C)Nc2nnnn2C1c1ccccc1Cl (stereo not given) | 101 | 1 | 100 | 1 | 0 | 1 | 0 | 99 | 99 | 99 | 101
Cc1ccc(NC(=O)CSC2=C(C#N)C(c3ccco3)C3=C(CCCC3=O)N2)cc1 (stereo not given) | 96 | 0 | 94 | 0 | -2 | 0 | -1 | 92 | 92 | 96 | 95
CNCCCOc1cccc(OC(C)C)c1 | 98 | -2 | 97 | 0 | 0 | 1 | 0 | 100 | 98 | 99 | 98
NS(=O)(=O)c1ccc(NC(=O)COC(=O)/C=C/c2ccc([N+](=O)[O-])cc2)cc1 | 100 | 0 | 100 | -2 | -1 | -2 | -5 | 100 | 96 | 96 | 99
CC(C)C(=O)c1cc2c(cc1NC(=O)c1ccccc1)OCCO2 | 94 | 3 | 94 | 0 | -2 | 1 | -1 | 96 | 93 | 97 | 96
